# Compound activity (PubChem)
# Anesthetic bind: candidate novel general anesthetic via apoferritin binding | P02791 | apoferritin/1-aminoanthracene competitive binding, fluorescence | Potency, µM (titrated, usually from 77.5 µM), for inactives: at the highest dose activity change, negative = displacement, most hits filed as inhibitors | 0.074% of 350,000 active; also: % is scaled to controls: 0 for no effect and ±100 for the full control effect; nearly all actives have a fitted effect of over 20% in size
#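 Read-out: endpoint 1-AMA fluorescence, excitation 380 nm and emission 535 nm, after compounds sit 10 min at room temperature with 10 uM horse-spleen apoferritin in 50% saturated 1-AMA/PBS. Values come from four-parameter Hill fits.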
# POLB inh: inhibitors of human DNA polymerase beta; P06746; Pol beta primer extension/strand displacement, fluorescence kinetic; Potency, µM (top dose mostly 114 µM), inactives show top-dose activity change, negative = inhibition, actives largely listed as inhibitors; 1.3% of 340,000 active; AID 485314; also: % is scaled to controls: 0 for no effect and ±100 for the full control effect
#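 Curves were derived by four-parameter Hill fits of normalized qHTS data. The kinetic fluorescent primer-extension read was taken at 0 and 10 min after 50 nM substrate, following a 15 min room-temperature preincubation of 10 nM enzyme with compounds.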
# BLM helicase inh: inhibitors of human Bloom syndrome helicase BLM. P54132. recombinant BLM DNA unwinding, fluorescence dequenching. Potency, µM (doses to about 56.1 µM), without a hit: at the highest dose activity change, negative = inhibition, most hits filed as inhibitors. 0.2% of 350,000 active. AID 2528;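 also: plate controls were vehicle for no effect and no enzyme for full effect; nearly all actives have a fitted effect of over 35% in size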
# G9a block: G9a (human) methyltransferase inhibition; Q96KQ7; G9a H3K9 monomethylation, AlphaScreen, 2 h; Potency, µM (series often up to 102 µM), for the others: at the top dose activity, negative = inhibition, most hits filed as inhibitors; 8.8% of 350,000 active; also: % is scaled to controls: 0 for no effect and ±100 for the full control effect; nearly all actives have a fitted effect of over 75% in size
# Target sequence (Q96KQ7 913-1193 limits assumed): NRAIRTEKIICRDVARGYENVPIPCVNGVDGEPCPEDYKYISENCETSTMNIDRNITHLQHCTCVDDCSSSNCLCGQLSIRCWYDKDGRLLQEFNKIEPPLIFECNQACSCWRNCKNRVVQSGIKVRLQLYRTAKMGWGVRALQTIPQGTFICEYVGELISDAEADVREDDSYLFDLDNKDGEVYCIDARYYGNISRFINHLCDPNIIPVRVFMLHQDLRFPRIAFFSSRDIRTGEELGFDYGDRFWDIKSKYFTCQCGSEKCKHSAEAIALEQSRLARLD
#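 Methyltransferase reactions run at room temperature for 2 h (20 nM enzyme, 500 nM biotin-H3K9 peptide, 20 uM SAM) after a 15 min compound preincubation; product detected by AlphaScreen beads and anti-H3K9me1 antibody.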
# BAZ2B block: blocks human BAZ2B; Q9UIF8; AlphaScreen BAZ2B-H3K14Ac peptide displacement; AID 504333; Potency, µM (series often up to 114 µM), without a hit: at the top dose activity change, negative = inhibition, usual class: inhibitors; 4.4% of 360,000 active; also: % is scaled to controls: 0 for no effect and ±100 for the full control effect; nearly all actives have a fitted effect of over 60% in size
#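 In this displacement format the biotinylated H3(5-23) peptide acetylated at Lys14 serves as ligand at 50 nM, with BAZ2B at 50 nM in PBS pH 7.4 containing 0.01% Tween-20. Donor and acceptor beads are 10 ug/mL final.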
# POLK inh: DNA polymerase kappa (human) inhibition; Q9UBT6; 0.53% of 400,000 active; Potency, µM (series often up to 107 µM), inactives show top-dose activity, negative = inhibition, actives largely listed as inhibitors; purified Pol kappa, fluorescent DNA synthesis assay, 10 min; also: % is scaled to controls: 0 for no effect and ±100 for the full control effect
#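 Pol kappa 10 nM + cpd, 15 min RT; start w/ substrate 50 nM final; fluorescence kinetic read, 0 and 10 min. Neg ctrl: buffer, no enzyme.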
# Pol iota inh: inhibitors of human DNA polymerase iota; Pol iota fluorescent replication assay, 10 min; 1% of 390,000 active; Q9UNA4; Potency, µM (top dose mostly 115 µM), for inactives: at the highest dose activity, negative = inhibition, usual class: inhibitors
# Target sequence (Q9UNA4 whole entry, looked up): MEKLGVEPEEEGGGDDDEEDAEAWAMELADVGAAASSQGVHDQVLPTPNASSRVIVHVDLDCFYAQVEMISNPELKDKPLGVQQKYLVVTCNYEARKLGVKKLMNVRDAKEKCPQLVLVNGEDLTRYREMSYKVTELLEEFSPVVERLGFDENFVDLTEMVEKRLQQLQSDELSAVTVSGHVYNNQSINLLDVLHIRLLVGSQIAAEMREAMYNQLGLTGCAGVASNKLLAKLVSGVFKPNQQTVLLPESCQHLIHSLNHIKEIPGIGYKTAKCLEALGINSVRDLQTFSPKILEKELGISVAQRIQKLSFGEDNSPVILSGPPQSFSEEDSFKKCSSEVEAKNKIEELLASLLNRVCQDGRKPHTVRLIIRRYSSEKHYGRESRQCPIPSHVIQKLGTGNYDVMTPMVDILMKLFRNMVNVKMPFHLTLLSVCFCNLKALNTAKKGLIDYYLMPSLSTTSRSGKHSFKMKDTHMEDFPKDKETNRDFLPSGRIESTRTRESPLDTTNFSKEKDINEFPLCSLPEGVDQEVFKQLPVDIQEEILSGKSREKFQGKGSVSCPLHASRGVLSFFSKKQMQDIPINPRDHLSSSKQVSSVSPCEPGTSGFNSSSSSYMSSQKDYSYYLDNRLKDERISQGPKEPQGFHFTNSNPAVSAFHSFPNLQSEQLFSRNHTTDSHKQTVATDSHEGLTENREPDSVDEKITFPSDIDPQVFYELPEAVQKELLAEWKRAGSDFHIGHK
#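 Fluorescent replication assay read twice, at 0 min and 10 min after adding 50 nM (final) substrate. Enzyme (10 nM) and compounds were first incubated 15 min at room temperature; enzyme-free buffer wells were negative controls.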
# Pol eta inh: inhibitors of human DNA polymerase eta; recombinant Pol eta, fluorescent DNA replication assay; Potency, µM (titrated, usually from 114 µM), for inactives: top-dose activity change, negative = inhibition, usual class: inhibitors; 1.2% of 390,000 active; also: % is scaled to controls: 0 for no effect and ±100 for the full control effect
#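 Fluorescent replication assay: 50 nM final substrate added after a 15 min room-temperature compound preincubation with 10 nM enzyme. Signal taken at 0 min and again at 10 min.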
# APEX1 inh: APE1 (human) endonuclease inhibition. Potency, µM (doses to about 65.8 µM), without a hit: top-dose activity change, negative = inhibition, usual class: inhibitors. 0.35% of 350,000 active. P27695. AID 2517. recombinant APE1, TAMRA/BHQ-2 abasic DNA cleavage fluorescence;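 also: plate controls were vehicle for no effect and reference inhibitor for full effect; nearly all actives have a fitted effect of over 55% in size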
#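 Readout is kinetic fluorescence (ex 525, em 598 nm) from cleavage of 50 nM TAMRA/BHQ-2 THF abasic duplex by 0.75 nM APE1, compound added 15 min beforehand at RT.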
# An asterisk follows results filed as active; ? = inconclusive; . = not tested or not shown; [ ] = dose if it differs, or a comment. Calls follow the shape of the dose curve; as a rule, active = well fitted curve in the direction sought with a large enough effect; inconclusive = small, poorly fitted or top-dose-only effect, or another doubt; inactive = no such curve, though single readings can be large; an effect the other way counts as inactive or inconclusive. Potency is read from the fitted curve at half-maximal effect. A portion of the library. The share of hits here may be higher or lower than overall.
SMILES,Anesthetic bind,POLB inh,BLM helicase inh,G9a block,BAZ2B block,POLK inh,Pol iota inh,Pol eta inh,APEX1 inh
CCc1ccccc1Nc1ncnc2c1cnn2-c1ccc(Cl)cc1,-3%,-14%,-2%,5%[59 µM],-2%,-14%[60.1 µM],-4%,1%,.
CCCCn1c(-c2cccc(Br)c2)nc2cc3[nH]c(=O)c(C(C)C)nc3cc21,-18%,6%,-16%,?,1%,-3%,116%[activator],-14%,-1%
Cc1ccc(S(=O)(=O)Nc2ccc3ccccc3n2)cc1,-8%,36%,-3%,.,8%,-1%,179%[activator],-15%,8%
COc1ccccc1N(CC(=O)N1CCCCCC1)S(=O)(=O)c1ccc(C)cc1,-10%,41%,-3%,-6%,3%,5%,93%[activator],-25%,58%[activator]
NC(=O)c1cn(-c2ccccc2)nc1-c1cccnc1,1%,8%,3%,-2%[59 µM],-6%,-1%,12%,-12%,3%
COC(=O)[C@H](CCSC)NC(=O)Nc1ccc(S(N)(=O)=O)cc1,-7%,39%,-1%,.,1%,-13%,-5%,12%,-2%
COc1ccc2c(Sc3ccccc3)c(C(=O)NCCCN3CCCCC3)[nH]c2c1,-9%,2%,-8%,?,?,-1%,38%[activator],.,.
CCC(C)(C)n1nnnc1C(c1cc(OC)ccc1OC)N1CCC(C(N)=O)CC1 (stereo unspecified),-1%,-3%,4%,19%[59 µM],-3%,-17%,8%,5%,0%
Cc1csc(NC(=O)c2nc(-c3ccccc3)n(-c3ccccc3)n2)n1,-23%,2%,-6%,?,8%,-12%,19%,4%,-1%
COC(=O)c1ccc(C2c3[nH]c4ccccc4c3C[C@H]3C(=O)N(C4CC4)CC(=O)N23)cc1 (stereo partly specified),-16%,1%,-6%,-42%,?,7%,?,-12%,-20%
COc1ccc(NC(=S)NC2CCN(Cc3ccccc3)CC2)cc1OC,-3%,6%,-2%,4%,-21%,-3%,-2%,-12%,-2%
O=c1cc(CN2CCOCC2)nc(C2CC2)[nH]1,8%,6%,-1%,26%[59 µM],13%,-11%,22%,-15%,13%
CC(=O)Nc1ccc(NC(=O)COC(=O)c2cc(S(=O)(=O)N3CCCC3)ccc2O)cc1,.,.,.,.,.,-9%,1%,-4%,-2%
CCN1CCC(N2CCN(c3ccc(F)cc3)CC2)CC1,-2%,-19%,-5%,?,-25%,-3%,123%[activator],-9%,18%
CC(=O)Nc1ccc(S(=O)(=O)NCCc2csc(-c3cccnc3)n2)cc1,1%,6%,-2%,.,-5%,8%,19%,-1%,19%
Cc1ccnc(NC(=S)N2CCN(c3cccc(C(F)(F)F)c3)CC2)c1,-15%,-25%,-9%,1µM*,20µM*,-19%,-7%,?,30%
COc1ccc(S(=O)(=O)N(C)c2ccc(C(=O)NCc3ccco3)cc2)cc1OC,-8%,7%,-6%,19%,-28%,-1%,-9%,?,6%
Cc1ccc(S(=O)(=O)N2CCC(C(=O)OCC(=O)N(C)C3CCS(=O)(=O)C3)CC2)cc1C (stereo unspecified),.,.,.,25%[0.501 µM],8%,-8%,15%,-16%,3%
O=C(Nc1ccc(Cl)cc1)Nc1ccccc1NS(=O)(=O)c1cccs1,-3%,?,-13%,1%[59 µM],?,4%,19%,-12%,1%
CCCn1[nH]cc(SC)c(=O)c1=O,-7%,1%,-2%,?,?,1%,?,-6%,3%
O=C(Nc1ccc2nc(-c3cccnc3)[nH]c2c1)C12CC3CC(CC(C3)C1)C2,-23%,-3%,-3%,8%[59 µM],-3%,-2%,-7%,-8%,0%
CN(C)c1cc(-c2ccc(Br)cc2)oc(=O)c1Cl,-8%,?,2%,50µM*,?,-3%,?,-22%,0%
c1ccc(Nc2nc(-c3ccccn3)cs2)cc1,?,20%,0%,-38%[59 µM],40µM*,-19%,39%[activator],-7%,3%
Cn1c(=O)c2ccccc2n2c(=S)[nH]nc12,-4%,2%,-3%,6.3µM*,-9%,-8%,?,-27%,1%
CCc1cccc(NC(=O)CCCN2C(=O)NC(C)(C)C2=O)c1,.,.,.,-5%[12.7 µM],-2%,-4%,14%,-6%,15%
Cc1ccc(OCc2nnc(SCC(N)=O)n2N)cc1,-6%,1%,-1%,-16%,-11%,10%,46%[activator],-18%,5%
CCOc1ccc(-n2ccnc(SCC(=O)NCc3cccc(OC)c3)c2=O)cc1,.,.,.,-30%,-1%,-3%,5%,-15%,26%
Cc1cc2cc(CN(Cc3ccc4c(c3)OCO4)C(=O)c3cnccn3)c3nnnn3c2cc1C,?,-11%,0%,6%,0%,-7%,10%,0%,1%
COc1ccc(-n2cc(C(=O)O)c3ccccc3c2=O)cc1,-8%,19%,2%,21%,8%,-7%,4%,-10%,5%
COc1ccccc1OC(=O)c1ccc(S(=O)(=O)N(C)C)cc1,-11%,1%,0%,4%,-2%,-5%,9%,1%,2%
O=C(c1cc2c(s1)-c1ccccc1OC2)N1CCN(c2ccccn2)CC1,-4%,7%,-4%,14%,1%,10%,14%,-15%,3%
O=C(Nc1sc2c(c1C(=O)NC1CCCCC1)CCC2)c1ccco1,-7%,-10%,-1%,7%[59 µM],3%,-11%,3%,-10%,4%
O=C(CCS(=O)(=O)c1cccc2nonc12)NCCc1ccccc1,-1%,-14%,-2%,-7%[12.7 µM],1%,3%,-7%,-14%,4%
Cc1csc(NC(=O)/C=C/c2ccco2)n1,-7%,-26%,-10%,20µM*,-38%,-20%,5%,-9%,1%
CC(=O)c1ccc(NC(=O)CSc2cn(CC(=O)N(C(C)C)C(C)C)c3ccccc23)cc1,-20%,29%,-5%,-7%[59 µM],?,-36%,?,-12%,.
CCOc1ccc(S(=O)(=O)N(C)c2ccc(OCC(=O)NCc3ccco3)cc2)cc1,0%,2%,-4%,-17%,-33%,7%,2%,-17%,-1%
c1ccc2c(c1)ncn2CCCOc1ccc2c(c1)CCC2,?,-1%,-9%,-3%[59 µM],-8%,-16%,20%,-13%,2%
O=C1CN(C(=O)c2ccccc2F)c2ccccc2N1,-9%,-3%,-1%,6%[59 µM],0%,-4%,25%,-4%,1%
COC(=O)c1c(NC(=O)CSc2nnc(-c3cccnc3)n2Cc2ccco2)sc(C)c1C,-6%,0%,-5%,?,-14%,0%,13%,-6%,-2%
Cc1nc2c(C(=O)NCCC(C)C)cnn2c(C)c1Cc1c(F)cccc1Cl,?,24%,-2%,?,22%,-3%[60.1 µM],69%[activator],-14%,.
Cc1cc(NCc2ccccc2)nc2ccccc12,-23%,1%,4%,-6%[59 µM],23%,3%,-5%,-14%,-8%
CC(=O)Nc1ccc2c(c1)N(C(C)=O)c1ccccc1CC2,6%,6%,-10%,60%[activator],3%,-1%,47%[activator],-1%,0%
Cc1ccc(NC(=O)c2cc(S(=O)(=O)N3CCOCC3)cn2C)cc1Cl,-16%,-9%,-5%,11%,-6%,5%,18%,-11%,18%
Cc1ccc(S(=O)(=O)N2CCN(C(=O)Cc3sc(C)nc3-c3ccc(F)cc3)CC2)c(C)c1,.,.,.,-44%,-4%,0%,4%,-19%,-7%
CCc1ccc2oc(=O)cc(CN3CCN(Cc4ccccc4)CC3)c2c1,-6%,-11%,-2%,45µM*,-5%,6%,-22%,-18%,35%

# For convenience, eight of the compounds above.
SMILES,Anesthetic bind,POLB inh,BLM helicase inh,G9a block,BAZ2B block,POLK inh,Pol iota inh,Pol eta inh,APEX1 inh
NC(=O)c1cn(-c2ccccc2)nc1-c1cccnc1,1%,8%,3%,-2%[59 µM],-6%,-1%,12%,-12%,3%
COC(=O)[C@H](CCSC)NC(=O)Nc1ccc(S(N)(=O)=O)cc1,-7%,39%,-1%,.,1%,-13%,-5%,12%,-2%
COc1ccc2c(Sc3ccccc3)c(C(=O)NCCCN3CCCCC3)[nH]c2c1,-9%,2%,-8%,?,?,-1%,38%[activator],.,.
CCC(C)(C)n1nnnc1C(c1cc(OC)ccc1OC)N1CCC(C(N)=O)CC1 (stereo unspecified),-1%,-3%,4%,19%[59 µM],-3%,-17%,8%,5%,0%
Cc1csc(NC(=O)c2nc(-c3ccccc3)n(-c3ccccc3)n2)n1,-23%,2%,-6%,?,8%,-12%,19%,4%,-1%
COC(=O)c1ccc(C2c3[nH]c4ccccc4c3C[C@H]3C(=O)N(C4CC4)CC(=O)N23)cc1 (stereo partly specified),-16%,1%,-6%,-42%,?,7%,?,-12%,-20%
COc1ccc(NC(=S)NC2CCN(Cc3ccccc3)CC2)cc1OC,-3%,6%,-2%,4%,-21%,-3%,-2%,-12%,-2%
O=c1cc(CN2CCOCC2)nc(C2CC2)[nH]1,8%,6%,-1%,26%[59 µM],13%,-11%,22%,-15%,13%

# (further entries)
SMILES,Anesthetic bind,POLB inh,BLM helicase inh,G9a block,BAZ2B block,POLK inh,Pol iota inh,Pol eta inh,APEX1 inh
O=C(NCc1ccc2c(c1)CCN2C(=O)c1ccc(F)cc1)c1ccco1,6%,1%,1%,-1%[59 µM],-7%,-11%[60.1 µM],-10%,-9%,.
Cc1c(C#N)c(NC(=O)C(C)C)n(Cc2ccccc2)c1C,-6%,28%,0%,-7%,?,3%,6%,-20%,-1%
O=C(Cc1ccccc1[N+](=O)[O-])NCCCN1CCOCC1,-7%,-11%,-10%,7%[59 µM],-2%,4%,161%[activator],-25%,-1%
COC(=O)c1ccc(Oc2nc(Nc3ccc(C)c(C)c3)nc(N(C)C)n2)cc1,-2%,2%,-11%,14%[59 µM],-26%,-5%,-5%,-16%,-5%
COc1cccc(C2c3[nH]c4ccccc4c3C[C@H]3C(=O)N(c4ccccc4C(=O)N4CCCC4C(=O)O)C(=O)N23)c1 (stereo partly specified),-3%,-1%,-1%,-9%[12.7 µM],-21%,3%,13%,-2%,21%
O=C(Cn1cnc2ccccc2c1=O)Nc1ccc2c(c1)CCC2,-20%,?,-4%,-32%[12.7 µM],-5%,-6%,-18%[58.9 µM],-10%,3%
Cc1cc(C)c(NC(=O)c2cc(S(=O)(=O)N3CCN(c4ccccc4F)CC3)ccc2F)c(C)c1,-9%,6%,-2%,-2%[59 µM],0%,-4%[60.1 µM],9%,-11%,.
S=C(NCc1ccccc1)Nc1ccc2ccccc2c1,?,-14%,-8%,11%,-27%,-10%,27%,-21%,52%[activator]
